Screening data (PubChem)
CAL PDZ FP-1 = CAL PDZ (human) peptide binding inhibition. 300,000 compounds, 0.92% hits. Q9HD26. purified CAL PDZ, TMR-peptide fluorescence polarization, 1 h. AID 602252. inhibition, % at 24.9 µM;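 active = mean inhibition of at least 30% with at least half of replicates also reaching 30%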;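 also: 0% = DMSO neutral control and 100% = excess unlabeled competitor peptide PRC23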
DAGLB inhibitor = blocks human DAGLB lipase activity; 340,000 compounds, 0.059% hits; HEK293T DAGLB membrane lysate, EnzChek fluorogenic substrate; inhibition, % at 5.17 µM; in the data active = inhibition above about 34%;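 also: 0% = enzyme with vehicle and 100% = wells lacking enzyme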
RTF Ca sens inh = cardiac RTF calcium desensitization; P19429+P45379; inhibition, % at 7.15 µM; 340,000 compounds, 0.12% hits; IANBD-labeled cardiac RTF, Ca2+ fluorescence; AID 493244;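 active = inhibition above the mean inhibition of all tested compounds plus 3 SD, cut at about 17% in these data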;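 also: assay run at fixed EC70 calcium of 1.6 mM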
SR-BI uptake up = activators of SR-BI mediated HDL lipid uptake; AID 504775; 320,000 compounds, 0.096% hits; activation, % at 12.5 µM; CHO ldlA[mSR-BI] cells, DiI-HDL uptake fluorescence, 3 h; 100 = double the neutral-control signal;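 active = mean replicate activation of at least 60% and every replicate at or above 60%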;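 also: 0% = median plate neutral-control signal and 100% = twice that signal; values of inactives mirror those of a sister screen read the other way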
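material = CHO ldlA[mSR-BI] cells | medium = Ham's F12 with 0.5% BSA, HEPES 25 mM, pH 7.4 | reagent = fluorescent DiI-HDL, 10 µg/mL final | compound dosing = single-point compound dose | incubation = 3 h, 37 °C | measured by = bottom-read fluorescence, 550/595 nm | measure = HDL uptake via cellular fluorescence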
Rtt109 HAT inh = C. albicans Rtt109 histone acetyltransferase inhibition | purified Rtt109/Vps75, ThioGlo CoA-SH fluorescence, 4 h | Q5AAJ8 | AID 540336 | inhibition, % at 34.9 µM | 330,000 compounds, 0.16% hits;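 active = inhibition of at least 50% in every replicate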
Target sequence (Q5AAJ8 whole entry, looked up): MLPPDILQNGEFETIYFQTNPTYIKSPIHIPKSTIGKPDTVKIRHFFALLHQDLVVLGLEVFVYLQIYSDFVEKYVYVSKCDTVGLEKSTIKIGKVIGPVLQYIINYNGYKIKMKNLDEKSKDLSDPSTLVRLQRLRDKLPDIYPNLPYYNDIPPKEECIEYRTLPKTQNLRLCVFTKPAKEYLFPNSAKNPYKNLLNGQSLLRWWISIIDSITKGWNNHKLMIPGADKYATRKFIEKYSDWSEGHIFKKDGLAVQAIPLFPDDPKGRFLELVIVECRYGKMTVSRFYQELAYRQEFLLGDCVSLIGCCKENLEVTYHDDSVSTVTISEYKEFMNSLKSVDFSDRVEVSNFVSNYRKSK
CAL PDZ FP-2 = inhibitors of human CAL PDZ peptide binding; Q9HD26; purified CAL PDZ, TMR-peptide fluorescence polarization, 1 h; inhibition, % at 20 µM; 330,000 compounds, 0.02% hits; AID 504414;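 active = highest replicate inhibition of at least 40%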;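 also: plate controls were DMSO neutral control wells for no effect and unlabeled competitor peptide control wells for full effect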
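System: purified tagged CAL PDZ domain construct (CerCALP). Schedule: 1 h incubation at room temperature before polarization reading. Medium: 25 mM sodium phosphate pH 7.4, 150 mM NaCl, TCEP, IgG, Thesit. Read-out: percent inhibition from loss of millipolarization. Measured by: FP readout, S and P plane fluorescence. Probe or stimulus: fluorescent TMR peptide probe.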
PKA-R2B activ = activates the human PKA-R2B holoenzyme complex | P22694+P31323 | 340,000 compounds, 0.079% hits | PKA-R2B holoenzyme dissociation, Cy5-IP20 fluorescence polarization; R2B truncated from residue 108, S112A mutant; 0% DMSO only, 100% 113 µM cGMP | activation, % at 11.4 µM | AID 504700;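 active = activation above a cutoff set at the mean over all compounds plus 3 SD, cut at about 18% in these data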;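 also: higher means more holoenzyme dissociation and a rise in polarization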
Target sequence (P31323 whole entry, looked up, other chains not shown, the tested form may be a part): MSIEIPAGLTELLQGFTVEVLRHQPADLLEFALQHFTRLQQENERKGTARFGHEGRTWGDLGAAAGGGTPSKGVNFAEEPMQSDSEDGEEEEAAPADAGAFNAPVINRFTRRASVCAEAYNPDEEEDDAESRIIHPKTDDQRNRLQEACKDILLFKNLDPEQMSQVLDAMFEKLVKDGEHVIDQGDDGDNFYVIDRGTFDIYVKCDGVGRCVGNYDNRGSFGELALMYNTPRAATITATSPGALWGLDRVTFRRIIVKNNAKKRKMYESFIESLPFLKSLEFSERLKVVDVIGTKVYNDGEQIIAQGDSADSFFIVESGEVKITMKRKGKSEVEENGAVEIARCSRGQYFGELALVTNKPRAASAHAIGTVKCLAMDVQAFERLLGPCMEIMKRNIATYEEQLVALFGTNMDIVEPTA
Keap1 Nrf2 FP = Keap1-Nrf2 (human) interaction inhibition. Q14145. Keap1 Kelch-Nrf2 peptide fluorescence polarization, 1536-well. inhibition, % at 9.4 µM. 340,000 compounds, 0.15% hits. AID 504523; in the data active = inhibition above about 12%;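 also: human Keap1 Kelch domain with fluorescein labeled Nrf2 9mer peptide probe; 0% = neutral control wells and 100% = peptide positive control; higher means more block of Keap1 binding to Nrf2 peptide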
cardiac RTF act = increases calcium sensitivity of human cardiac regulated thin filaments. 340,000 compounds, 0.24% hits. AID 493008. P19429+P45379. activation, % at 7.2 µM. IANBD-labeled TnC RTF fluorescence at EC20 calcium; 0% EC20 calcium, 100% full calcium;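 active = activation above the mean over all tested compounds plus 3 SD, cut at about 30% in these data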;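 also: rise in fluorescence read as greater calcium sensitivity of cardiac thin filaments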
C-LANA FP = blocks KSHV LANA C-terminal domain binding to DNA; inhibition, % at 9 µM; MBP-C-LANA/FAM-LBS DNA binding, fluorescence polarization; 340,000 compounds, 0.078% hits;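 active = highest replicate inhibition at or above 60% at 9 µM, even if other replicates fall short; inactive = all replicates below 60% inhibition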;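 also: 0% = neutral control wells and 100% = 4 µM acridine orange control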
Active calls of the source: *; x = no result given. No enrichment for hits, and some 1.6% of all compounds hit somewhere here.

SMILES	CAL PDZ FP-1	DAGLB inhibitor	RTF Ca sens inh	SR-BI uptake up	Rtt109 HAT inh	CAL PDZ FP-2	PKA-R2B activ	Keap1 Nrf2 FP	cardiac RTF act	C-LANA FP
NS(=O)(=O)c1ccccc1NC(=S)Nc1ccccc1S(N)(=O)=O	-5	-1	-5	-3	3	-0.9	-8	-1	-5	-3.2
COc1cc(C(=O)Nc2ccc(N3CCN(C(=O)c4ccc(C)cc4)CC3)cc2)cc(OC)c1OC	x	3	-6	x	-9	-1.3	2	-2	-3	0.7
Cc1nc2ccccc2n1CC(O)Cn1c(C(F)(F)F)nc2ccccc21 (stereo not given)	-2	0	-4	27	0	-0.9	-3	-2	-4	-1.5
CC(C)(C)c1ccc(S(=O)(=O)CCc2ccccn2)cc1	-4	-1	-9	22	4	-0.1	4	-4	3	0.8
Cc1ccc(-c2cc(-c3ccccc3)no2)cc1	-5	-18	0	7	3	-1.8	1	-1	-4	1.6
O=C1COc2ccc(C(=O)COC(=O)CCc3ccc(S(=O)(=O)N4CCOCC4)cc3)cc2N1	-4	0	-1	-2	6	x	8	-5	4	1.8
COc1ccccc1C(=O)NCCC(=O)NNC(=O)c1ccccc1O	10	1	6	3	-1	-0.1	7	4	0	0.6
Cc1ccc(C(=O)Nc2ccc3c(c2)C(=O)NC3=O)cc1	x	-1	-10	0	-24	-1.1	-5	2	0	1.6
Cc1ccc2nc(SCC(=O)Nc3cc(C)on3)c(C)cc2c1	x	-2	-24	x	-5	0.2	-9	-2	-5	1.0
COc1ccc(Cn2c(C3CC3)nc3ccc(NC(C)=O)cc3c2=O)cc1	-3	-1	-10	-6	-14	x	-4	-8	4	-1.4
COc1cccc(C2=NN(C(=O)CCCC(=O)O)C(c3cccs3)C2)c1 (stereo not given)	-7	0	-3	21	-2	-0.1	-1	2	1	-0.3
CN1C(=O)CSc2ccc(NC(=O)N3CCN(c4ccccn4)CC3)cc21	-2	-1	1	-38	-3	-0.1	0	-2	6	0.2
CC(OC(=O)/C=C/c1ccc2ccccc2n1)C(=O)Nc1ccc(S(N)(=O)=O)cc1 (stereo not given)	x	4	-9	-2	-10	-0.6	4	1	-6	1.5
COc1ccccc1CC(=O)N1CCN(C(=O)c2ccco2)CC1	-3	-1	1	12	0	-0.9	-3	2	-3	0.8
CC(Sc1nnc(-c2cccs2)n1-c1ccccc1)C(=O)NCc1ccco1 (stereo not given)	-1	-4	-5	-13	-31	0.7	-6	-4	-4	-2.8
CCOC(=O)c1cc2ccc3ccccc3c2oc1=O	1	-3	-4	-5	-364	-2.3	-1	2	-6	-1.6
Cc1ccc(C(C)C)cc1S(=O)(=O)NCc1ccccn1	-1	0	0	4	-3	-0.2	-2	-1	0	1.2
O=C(O)c1cc(S(=O)(=O)Nc2cccc(S(=O)(=O)N3CCCC3)c2)ccc1Cl	x	2	9	2	6	0.6	-6	-5	2	2.1
CC(OC(=O)CN1C(=O)NC2(CCCC2)C1=O)C(=O)Nc1cccc(Cl)c1Cl (stereo not given)	x	2	-1	-2	2	-1.1	3	2	-3	1.8
CC(=O)Nc1ccc(SCC(=O)c2ccc(Br)s2)cc1	0	0	3	10	36	-1.1	-7	2	-2	-1.7
Cc1cccc(-c2nnc(SCC3CNC(=O)O3)n2-c2ccc(Cl)cc2)c1 (stereo not given)	-2	2	11	3	8	-2.8	-16	5	-1	0.9
CN(C)S(=O)(=O)c1cccc(NC(=O)CNCc2ccccn2)c1	-2	0	0	17	2	-1.3	2	0	2	0.6
Cc1ccc(S(=O)(=O)N2CCN(C(=O)c3cc(S(=O)(=O)N(C)C)ccc3N3CCCC3)CC2)c(C)c1	-1	3	-3	-62	12	-1.3	3	-7	-8	-0.1
N#CCCn1cc(/C=N/N=C2\NC(=O)C(CC(=O)O)S2)c(-c2ccc(F)cc2)n1 (stereo not given)	5	-1	0	-3	x	0.1	5	2	-2	2.2
COc1ccc(CC(=O)Nc2cc(C)on2)cc1OC	-4	-1	-3	12	2	-6.4	-1	0	7	1.8

Overlap with the part before: four entries; new compounds follow.
SMILES	CAL PDZ FP-1	DAGLB inhibitor	RTF Ca sens inh	SR-BI uptake up	Rtt109 HAT inh	CAL PDZ FP-2	PKA-R2B activ	Keap1 Nrf2 FP	cardiac RTF act	C-LANA FP
CN(C)S(=O)(=O)c1cccc(NC(=O)CNCc2ccccn2)c1	-2	0	0	17	2	-1.3	2	0	2	0.6
Cc1ccc(S(=O)(=O)N2CCN(C(=O)c3cc(S(=O)(=O)N(C)C)ccc3N3CCCC3)CC2)c(C)c1	-1	3	-3	-62	12	-1.3	3	-7	-8	-0.1
N#CCCn1cc(/C=N/N=C2\NC(=O)C(CC(=O)O)S2)c(-c2ccc(F)cc2)n1 (stereo not given)	5	-1	0	-3	x	0.1	5	2	-2	2.2
COc1ccc(CC(=O)Nc2cc(C)on2)cc1OC	-4	-1	-3	12	2	-6.4	-1	0	7	1.8
CC(=O)N(c1ccccc1C)C1CCCC1	-6	0	-8	21	-3	0.0	7	0	0	-1.9
Cn1c(=O)[nH]c(=O)c2c1nc(Br)n2CC(O)COc1ccccc1 (stereo not given)	-1	1	-4	26	0	-1.9	1	1	7	0.4
CCN(CC)c1ccc(NC(=O)CN(C)Cc2cccs2)cc1	-2	-5	0	-12	2	-0.3	-5	1	-3	0.4
O=C(NCCc1ccccn1)c1n[nH]c(=O)c2ccccc12	3	3	-10	13	-15	-1.2	-1	-2	-3	-0.5
COc1ccc(-n2c(=O)n(Cc3ccccc3)c(=O)c3[nH]cnc32)cc1	-2	2	-12	27	-3	-0.7	13	-3	12	-2.0
O=C(Cn1ccc(NC(=O)OCc2ccccc2)nc1=O)NCC1CCCO1 (stereo not given)	-4	0	-8	26	1	0.3	-1	4	-4	0.8
CC(C)Oc1ccc(C(=O)Nc2nnc(C3=COCCO3)o2)cc1	-4	1	-14	15	-4	-1.0	-1	-1	-1	-0.8
CCCNC(=O)c1cccc(Cn2nc(C)c(Br)c2C)c1	-2	1	1	-61	-5	-2.0	-2	-5	6	-0.5
O=C(N=Nc1c(O)[nH]c2ccccc12)c1ccc(CN2CCOCC2)cc1	3	2	-2	3	-7	-0.6	1	0	-4	-0.7
CN(C)C(CNC(=O)Nc1cccc(Cl)c1)c1cccnc1 (stereo not given)	6	1	-3	-2	-32	-2.1	1	-6	-2	-3.1
O=C(CSCc1ccccc1)NCc1ccc2c(c1)OCO2	8	-8	-4	8	0	-0.3	1	2	3	-1.4
Cc1nn(-c2ccccc2)c(Cl)c1C(=O)NCc1ccccc1F	-6	-2	2	x	20	-2.6	8	-4	-6	-0.3
CCSc1ccccc1C(=O)Nc1nncs1	6	0	-16	12	-3	-0.8	3	-1	2	1.7
Cc1ccccc1C(=O)Oc1ccc(Cl)cc1C(=S)N1CCOCC1	1	-9	-2	-12	23	-2.0	-8	-2	2	2.7
COc1ccc2[nH]c(C(=O)O)c(CCC(=O)O)c2c1	0	-1	-7	-20	4	-4.0	-2	0	-5	0.4
CSCCC(NC(=O)c1ccccc1)C(=O)N1CCN(Cc2ccc(Cl)cc2)CC1 (stereo not given)	x	1	-3	1	0	-0.3	-8	-2	-12	-1.1
CC(=O)N1CCN(c2ccc(NC(=O)c3ccc(Br)o3)cc2Cl)CC1	-2	1	-6	x	-2	-3.5	-3	-9	3	-0.3
Cc1noc(C)c1C(=O)OCC(=O)NC1CC1	x	-1	-4	38	-7	0.6	-10	1	-8	-0.6
Cc1cc(NC(=O)CSc2nnc(-c3ccc(Cl)s3)o2)no1	-3	1	-9	16	-5	-3.0	5	-3	0	-2.2
CC(=O)c1cccc(Nc2ccc(-c3ccccc3F)nn2)c1	5	-2	2	-11	-13	-0.7	-3	-4	3	-1.3
CCCOc1ccccc1Cn1c(=O)oc2ccccc21	0	-8	-1	-5	-2	4.7	-2	-1	-2	-0.7
COc1ccc(S(=O)(=O)N(CC(N)=O)C2CCCCC2)cc1Cl	-2	-3	-5	37	-4	-0.9	-5	-1	-6	-0.1
Cc1ccc(S(=O)(=O)CC(O)CN2CCCC2=O)cc1 (stereo not given)	-1	0	-3	10	-3	1.8	0	-1	2	0.3
CCCCSc1nnc([C@H](C)NC(=O)OC(C)(C)C)o1	3	-1	4	-7	9	-1.4	6	-4	1	1.1
CN(C)CCCN(C(=O)c1ccc(S(=O)(=O)N2CCc3ccccc3C2)cc1)c1nc2ccc(F)cc2s1	-6	1	1	-13	5	-4.0	5	-3	1	1.2
COC(=O)c1cc(NC(=O)c2c(Cl)nc3sccn23)cc(C(=O)OC)c1	-2	0	-3	35	1	0.0	-9	-2	8	-0.2
CSCCC(NC(=O)c1ccccc1Br)C(=O)NNC(=O)C1COc2ccccc2O1 (stereo not given)	x	3	-6	-8	-8	0.0	6	-6	-1	0.4
COc1ccc(CNCC(O)(c2ccc(Cl)cc2)c2ccc(Cl)cc2)cc1OC	-4	-8	-2	8	-4	0.1	-2	-3	-2	-0.1

Shown bar-delimited: 3 of the compounds above.
SMILES | CAL PDZ FP-1 | DAGLB inhibitor | RTF Ca sens inh | SR-BI uptake up | Rtt109 HAT inh | CAL PDZ FP-2 | PKA-R2B activ | Keap1 Nrf2 FP | cardiac RTF act | C-LANA FP
CCCCSc1nnc([C@H](C)NC(=O)OC(C)(C)C)o1 | 3 | -1 | 4 | -7 | 9 | -1.4 | 6 | -4 | 1 | 1.1
CN(C)CCCN(C(=O)c1ccc(S(=O)(=O)N2CCc3ccccc3C2)cc1)c1nc2ccc(F)cc2s1 | -6 | 1 | 1 | -13 | 5 | -4.0 | 5 | -3 | 1 | 1.2
COC(=O)c1cc(NC(=O)c2c(Cl)nc3sccn23)cc(C(=O)OC)c1 | -2 | 0 | -3 | 35 | 1 | 0.0 | -9 | -2 | 8 | -0.2
